# ELG1 repair inh – ELG1-dependent DNA repair inhibition; HEK293T ELG1-luciferase reporter, luminescence, 16 h; DNA damage induced by 5-fluorouridine; Potency, µM (series often up to 46.1 µM), for the others: at the highest dose activity change, negative = inhibition, most hits filed as inhibitors; actives 2.3% (n = 330,000); AID 504467; note: potency is the fitted concentration of half-maximal effect; % is set by controls: 0 for no effect and ±100 for the full control effect; nearly all actives have a fitted effect of over 55% in size
#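 Quantitative HTS, concentration-response format. 2,000 cells/well co-treated with 5-fluorouridine and compound, 16 hr in 5% CO2 at 37 °C; ONE-Glo luminescence read after 30 min.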
# KCNH2 WT inh – blocks the wildtype human KCNH2 potassium channel; U2OS, BacMam KCNH2, thallium flux FluxOr; active compounds read low; actives 0.37% (n = 340,000); AID 720551; Q12809; activity change, % at 1.84 µM;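 active = maximum activity change below -70%; inconclusive = maximum activity change between -70% and -50%; inactive = maximum activity change above -50%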; note: % is set by controls: 0 for no effect and ±100 for the full control effect
#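 U2OS cells were transduced with wild-type KCNH2 virus (2.03 x 10^8 / mL) for 4 h at room temperature, then cultured overnight at 37 C. Thallium flux was read with FluxOr dye. Rate constants were normalized to DMSO controls.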
# TCR act – activators of T cell receptors | primary human leukocytes, anti-CD3, IL-2 HTRF, 48 h | Potency, µM (doses to about 9.22 µM), inactives show at the top dose activation of IL-2 secretion, most hits filed as activators | 330,000 tested, under 10 active; note: % of control where 0% means no effect
#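 Using a-CD3 beads without co-stimulation, primary human leukocytes were exposed to compounds for 48 hr. An HTRF IL-2 kit measured the cytokine, with europium-to-d2 energy transfer producing emission at 665nm upon 320nm excitation.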
# Mito fusion yeast – mitochondrial division inhibition or fusion activation; actives 0.23% (n = 320,000); S. cerevisiae fusion-defective mutant growth rescue, CellTiterGlo 48 h; Potency, µM (series often up to 46.1 µM), without a hit: at the highest dose growth rescue (activation), hits mostly activators;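 note: potency is the fitted concentration of half-maximal effect; % of control where 0% means no effect; nearly all actives have a fitted effect of over 45% in size; temperature-sensitive fusion mutants such as fzo1-1 at 37 °C on non-fermentable ethanol glycerol medium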
#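 Temperature-sensitive fusion-defective S. cerevisiae (e.g. fzo1-1, mgm1-5) were grown with compound in YPEG medium (3% ethanol, 3% glycerol) for 48 hours at 37C. Growth rescue was measured as viability by CellTiterGlo luminescence after 10 minutes at ambient.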
# USP2a block – USP2a (human) protease inhibition; AID 463254; O75604; USP2 core, Ub-CHOP2 coupled fluorogenic reporter, 485/531; actives 0.01% (n = 330,000); Potency, µM (series often up to 38.3 µM), for inactives: at the highest dose activity change, negative = inhibition, hits mostly inhibitors;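 note: potency is the fitted concentration of half-maximal effect; plate controls were DMSO wells for no effect and full inhibition by NEM control for full effect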
#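 Cell-free coupled assay: 10nM USP2 core preincubated 30min RT with compound in Tris-HCl pH 8.0/CaCl2/CHAPS buffer, then 25nM Ub-CHOP2 and 25nM reporter substrate; fluorescence (Ex 485/Em 531) read after 60min RT, normalized to NEM inhibition, concentration-response curves fitted.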
# AT treatment – candidate therapy for ataxia-telangiectasia. […] A-T fibroblasts, KAP-1 phosphorylation AlphaLISA; neocarzinostatin DNA damage 30 min before lysis. Potency, µM (titrated, usually from 57.5 µM), without a hit: at the top dose activation, most hits filed as activators. actives 0.19% (n = 320,000); note: potency is the fitted concentration of half-maximal effect; % of control where 0% means no effect; nearly all actives have a fitted effect of over 45% in size
#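 hTERT-immortalized A-T patient fibroblasts ([…]), 500 cells/well in OPTI-MEM, 1% FBS, got compounds for 60 min, then NCS for 30 min at 37C. Lysates were then assayed for phospho-KAP-1 by AlphaLISA (anti-pKAP1 donor, anti-KAP1 acceptor beads), 6 hr at 25C.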
# TSHR antag – blocks TSH signaling through the human TSH receptor; P16473; activity change, negative = inhibition, % at 11.5 µM; actives 0.2% (n = 330,000); TSHR-expressing cells, TSH-stimulated cAMP HTRF, 2 h; active compounds read low;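 active = activity change below a set negative limit, meaning inhibition stronger than a set level, cut at about -70% in these data; inconclusive = activity change between two set negative limits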; note: % is set by controls: 0 for no effect and ±100 for the full control effect
# Target sequence (P16473 whole entry, looked up): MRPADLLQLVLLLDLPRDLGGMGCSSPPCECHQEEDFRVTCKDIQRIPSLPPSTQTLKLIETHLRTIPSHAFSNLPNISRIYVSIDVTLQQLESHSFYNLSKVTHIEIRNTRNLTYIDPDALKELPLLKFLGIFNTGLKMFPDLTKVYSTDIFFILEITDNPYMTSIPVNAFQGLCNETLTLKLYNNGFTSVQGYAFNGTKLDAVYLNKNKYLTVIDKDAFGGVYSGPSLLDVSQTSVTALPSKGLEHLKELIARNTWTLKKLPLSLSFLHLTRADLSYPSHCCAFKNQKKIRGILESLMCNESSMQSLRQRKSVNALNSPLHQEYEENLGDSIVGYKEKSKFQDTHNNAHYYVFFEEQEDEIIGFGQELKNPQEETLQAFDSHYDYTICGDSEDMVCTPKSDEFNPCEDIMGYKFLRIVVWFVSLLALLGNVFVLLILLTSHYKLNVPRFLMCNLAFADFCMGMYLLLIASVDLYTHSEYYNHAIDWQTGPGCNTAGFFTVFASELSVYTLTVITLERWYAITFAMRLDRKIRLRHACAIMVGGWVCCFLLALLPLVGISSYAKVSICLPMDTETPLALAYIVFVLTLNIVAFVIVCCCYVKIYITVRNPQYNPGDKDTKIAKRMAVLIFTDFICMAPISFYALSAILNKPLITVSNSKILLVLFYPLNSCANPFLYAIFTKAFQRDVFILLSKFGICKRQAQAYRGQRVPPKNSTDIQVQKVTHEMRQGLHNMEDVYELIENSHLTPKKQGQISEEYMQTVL
#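 Read-out is FRET at 665 nm (cryptate excitation 337 nm) from a cryptate-tagged anti-cAMP antibody, competed by cell cAMP against cAMP-d2. Compounds are tested on freshly harvested TSHR cells challenged with 4nM TSH (EC80) for 2 hours at 37 deg C.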
# KCNH2 3.1 inh – blocks the human KCNH2 3.1 channel isoform | U2OS KCNH2 3.1, thallium flux FluxOr; active compounds read low | activity change, % (tested at about 1.8 µM) | actives 0.95% (n = 340,000);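 active = maximum activity change below -70%; inconclusive = maximum activity change from -70% to -50%; inactive = maximum activity change above -50%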;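 note: thallium influx rate constant from kinetic fluorescence after stimulation buffer; % is set by controls: 0 for no effect and ±100 for the full control effect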
#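 Thallium flux read-out: FluxOr dye with Red40 quencher in HBSS/HEPES, 45 min at RT. Rate constants from kinetic reads were normalized to positive and negative DMSO controls. Cells: U2OS virally expressing the 3.1 isoform.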
# TRPV1 ag – human TRPV1 agonism | Q8NER1 | TRPV1-expressing cells, Fluo-8 calcium influx, agonist mode | activation, % at 8.33 µM | actives 0.19% (n = 320,000) | AID 540275; in the data active = activation above about 80%; inconclusive = between about 30% and that limit; note: 0% is about no effect
#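 Cells expressing TRPV1 were dye-loaded with Fluo-8 and read kinetically: 10 s baseline, 3 min after compound (agonist portion), then 2 min after EC20 capsaicin (allosteric enhancer portion). Calcium-bound dye fluorescence at 480/520 nm.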
# Eya2 phos inh – inhibitors of human Eya2 phosphatase activity. actives 0.006% (n = 330,000). Potency, µM (doses to about 76.9 µM), for inactives: top-dose activity, negative = inhibition, hits mostly inhibitors. recombinant Eya2, OMFP fluorescence dephosphorylation (OMFP is methylfluorescein phosphate). O00167; note: potency is the fitted concentration of half-maximal effect; % is set by controls: 0 for no effect and ±100 for the full control effect
#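 Eya2 protein (added as 0.2 uM solution) was preincubated with compound for 10 min at ambient temperature in 50 mM HEPES pH 7.5, 50 mM NaCl, 5 uM MgCl2, 0.05% BSA, 1 mM DTT. OMFP (added at 50 uM) then reacted 10 min; fluorescence read at 485/525 nm.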
# Numbers without * were called inactive; ? = inconclusive; nt = no result given; [ ] = dose if it differs, or a comment. Unless noted, calls come from the whole dose curve; as a rule, active = well fitted curve in the direction sought with a large enough effect; inconclusive = small, poorly fitted or top-dose-only effect, or another doubt; inactive = no such curve, though single readings can be large; an effect the other way counts as inactive or inconclusive. Some of the compounds tested; rates above refer to the full screens.
SMILES,ELG1 repair inh,KCNH2 WT inh,TCR act,Mito fusion yeast,USP2a block,AT treatment,TSHR antag,KCNH2 3.1 inh,TRPV1 ag,Eya2 phos inh
O=C(CSCc1cnn(-c2ccccc2)c1-n1cccc1)NCCN1CCOCC1,-2%,-11,-4%,0%,0%,9%,2,8,-2,1%
CCOC(=O)C1=CN(Cc2ccco2)S(=O)(=O)NC1c1cccc(OC)c1 (stereo not drawn),-16%,0,0%[46.1 µM],nt,-2%,-15%,-4,5,nt,-1%
O=C(Nc1ccccc1Cl)Nc1cccnc1Cl,?,2,6%,-5%,-1%,-3%,-10,-1,?,14%
CCCC1OC2CC3C4CCC5=CC(=O)C=CC5(C)C4C(O)CC3(C)C2(C(=O)O)O1 (stereo not drawn),-11%,5,-8%,1%,3%,1%,-13,-7,4,5%
O=C(Nc1ccc(S(=O)(=O)NCc2ccccc2)cc1)c1ccc(Br)o1,?,7,0%[46.1 µM],-10%,4%,1%,-6,17,3,-10%
Cc1cc(C(=O)Cn2cc(C(F)(F)F)ccc2=O)c(C)n1CC1CCCO1 (stereo not drawn),?,-4,1%,-2%,2%,-1%,14,19,0,-21%
CC(C)=CCN1CCN(CC#Cc2ccccc2)CC1CCO (stereo not drawn),5%,-3,12%,4%,-4%,1%,13,-3,-7,-10%
CC(=O)Nc1nonc1NC(=O)CSC1=NCCS1,-17%,-6,-2%,9%,3%,nt,23,2,1,14%
CCC(=O)N1N=C(c2ccc(C)o2)CC1c1ccc(N(C)C)cc1 (stereo not drawn),0%,-9,-8%,-3%,2%,-5%,-5,-1,27,-8%
CCC(C)c1ccccc1NC(=O)c1cc2cccc([N+](=O)[O-])c2[nH]1 (stereo not drawn),21µM*,-9,-7%,10%,-4%,-8%,3,-4,-2,10%
C[C@@]12CCC=C[C@H]1[C@H](c1ccoc1)N(Cc1ccccc1)C2=O,12%,4,-2%,8%,6%,0%,-4,-5,13,-7%
O=C(NCc1ccco1)C1CCN(S(=O)(=O)N2CCOCC2)CC1,-1%,9,4%,1%,2%,0%,1,27,-2,-4%
O=C(CSc1nc2ccccc2s1)N1CCOCC1,?,-1,3%,-2%,2%,-6%,6,-9,?,-23%
Cc1ccc(S(=O)(=O)N2CCC(C(=O)NC3CCCC3)CC2)cc1Cl,-9%,-3,-1%,-4%,0%,0%,10,1,7,-1%
COc1cccc(CNC(=O)COC(=O)C2CC3CCCC(C2)C3=O)c1 (stereo not drawn),3%,-17,-14%,3%,1%,-2%,20,-10,5,16%
CN(C)/C=N/C(=S)Nc1ccc(Cl)cc1,?,3,-2%,-4%,-1%,-5%,4,4,1,-2%
CCOC(=O)N1CCN(C(=O)CCSc2ccccc2)CC1,?,-3,-17%,3%,0%,12%,5,-9,4,-10%
O=C(Cc1cccs1)Nc1ccc(F)c(S(=O)(=O)N2CCOCC2)c1,-24%,12,58%,-3%,-1%,10%,-15,-6,24,13%
COc1ccc(C(=O)Nc2cc(C)c3c(=O)oc4ccccc4c3n2)cc1,11%,-14,1%,0%,1%,12%,63,5,-2,-20%
COC(=O)Cc1ccc(NC(=S)NCc2ccc(S(N)(=O)=O)cc2)cc1,15%,6,-3%,6%,-3%,13%,1,5,0,14%
Cc1occc1C(=O)NCc1ccco1,0%,-4,7%[46.1 µM],-1%,3%,3%,1,4,1,3%
Cc1ccc2nc3n(c(=O)c2c1)-c1ccc(Cl)cc1C(=O)NC3CC(C)C (stereo not drawn),6%,nt,nt,nt,5%,0%,5,nt,nt,5%
Cc1cc(S(=O)(=O)NCc2ccccc2)ccc1OCC(=O)N1CCCC1,6%,-5,1%,-1%,0%,10%,-7,nt,0,0%
C[N+](C)(C)CC(O)CC(=O)O (stereo not drawn),-3%,-295*,3%,4%,0%,-5%,-5,14,1,14%
CCCn1c(Sc2nc3c(c(=O)[nH]c(=O)n3C)n2CCC)nc2c1c(=O)[nH]c(=O)n2C,8%,6,-3%,-1%,-1%,31%,2,10,-4,-8%
Cc1cnc(C(=O)OCC(=O)Nc2ccc(OCc3ccccc3)cc2)cn1,?,-4,3%,3%,1%,-4%,-6,7,-1,-9%
COC(=O)c1[nH]c2ccccc2c1NC(=O)CNC1CCCCC1,?,5,0%,-6%,2%,-4%,-4,-17,1,2%
COc1cc(C(=O)OCC(=O)NC2CCCC2)cc(NC(=O)c2ccco2)c1OC,?,-6,0%,-1%,3%,1%,-7,-5,1,25%
CCOC(=O)N1CCN(C(=S)Nc2ccccc2C)CC1,3%,11,2%[46.1 µM],-5%,-3%,-6%,10,7,-3,-10%
Cc1nn(CCc2n[nH]c(=S)n2-c2cccc(Cl)c2)c(C)c1[N+](=O)[O-],7%,-27,-8%,5%,2%,-3%,-6,0,-3,16%

# Compound profiles, as listed above. Order of values: ELG1 repair inh, KCNH2 WT inh, TCR act, Mito fusion yeast, USP2a block, AT treatment, TSHR antag, KCNH2 3.1 inh, TRPV1 ag, Eya2 phos inh
# Cc1cnc(C(=O)OCC(=O)Nc2ccc(OCc3ccccc3)cc2)cn1 across the screens: ?, -4, 3%, 3%, 1%, -4%, -6, 7, -1, -9%
# CCCn1c(Sc2nc3c(c(=O)[nH]c(=O)n3C)n2CCC)nc2c1c(=O)[nH]c(=O)n2C across the screens: 8%, 6, -3%, -1%, -1%, 31%, 2, 10, -4, -8%
# Cc1occc1C(=O)NCc1ccco1 across the screens: 0%, -4, 7%[46.1 µM], -1%, 3%, 3%, 1, 4, 1, 3%

# Next entries.
SMILES,ELG1 repair inh,KCNH2 WT inh,TCR act,Mito fusion yeast,USP2a block,AT treatment,TSHR antag,KCNH2 3.1 inh,TRPV1 ag,Eya2 phos inh
O=C(N/N=C/C=C\c1ccccc1[N+](=O)[O-])c1ccncc1,20%,7,0%,2%,8%,-2%,12,-4,4,4%
COC(=O)c1c(C)oc2ccc(N(C(=O)Oc3ccccc3)S(=O)(=O)c3ccc(Cl)c([N+](=O)[O-])c3)cc12,-27%,-17,-2%[46.1 µM],-1%,-1%,-15%,9,5,-2,-1%
CC(=O)N1CCOc2ccc(S(=O)(=O)Nc3cccc(C)c3)cc21,3%,-11,5%,11%,9%,-5%,-3,-18,3,5%
COC(=O)C1SCC2C(=O)N(Cc3ccccc3)CC(=O)N21 (stereo not drawn),2%,0,0%,-1%,2%,3%,23,3,-6,13%
Cc1cc(SCC(=O)c2ccccc2)nc(C)n1,?,-1,3%,2%,2%,5%,-6,-7,1,4%
Cc1ccc(S(=O)(=O)N(C)C)cc1NC(=O)CN1C(=O)NC2(CCCCCCC2)C1=O,5%,4,-4%,1%,1%,1%,2,-10,-2,-8%
CN1CCC(OC(=O)c2cc3cc(Cl)cc(Cl)c3oc2=O)CC1,-26%,0,-6%,-16%,-1%,8%,8,20,-1,10%
COc1ccc(OC(C)C(=O)NCc2cccnc2)cc1 (stereo not drawn),21%,-1,-2%,2%,0%,4%,5,10,-2,-19%
O=C(O)C1CSC2(c3ccc(Br)cc3)CCC(=O)N12 (stereo not drawn),0%,-6,-1%,25%,1%,1%,2,-28,1,7%
O=C(Nc1ccc(Cl)c([N+](=O)[O-])c1)c1ccc(NCCCN2CCOCC2)c([N+](=O)[O-])c1,-3%,36,5%,5%,1%,4%,-2,-6,5,-12%
O=C(Nc1nn(Cc2ccccc2F)cc1Br)c1cccs1,18%,4,-6%,7%,0%,2%,1,0,4,3%
Cn1nc(-c2ccccc2)c(C(O)c2ccccc2C(F)(F)F)c1Cl (stereo not drawn),-22%,-11,-2%,23%,-3%,10%,11,11,8,4%
O=C(N/N=C/c1cccnc1)c1ccc(CN2c3cccc4cccc(c34)S2(=O)=O)cc1,23µM*,-1,12%,9%,2%,-1%,3,-1,22,3%
O=c1c2ccccc2nnn1CSc1ncnc2ccccc12,11%,1,-3%,3%,4%,8%,2,4,3,-5%
O=C(CCn1ccnc1)Nc1nc2ccccc2[nH]1,8%,-21,-19%,4%,5%,20%,5,4,0,9%
COc1ccc(C(=O)NCc2nnc(SCC(=O)NC3CCCCC3)n2C)cc1,0%,-2,2%,0%,1%,-5%,2,4,-1,-2%
O=C(NCC1CCCO1)[C@@H]1CSC2c3ccccc3C(=O)N21 (stereo partly drawn),?,-3,10%,-2%,2%,17%,nt,-3,-2,3%
COc1ccc(C)cc1NC(=O)NCc1ccccn1,3%,0,0%,0%,0%,-1%,-8,23,-1,-2%
Cc1nn2c(-c3ccc(S(=O)(=O)N4CCN(C)CC4)o3)nnc2c2ccccc12,?,-9,-14%,6%,3%,-6%,46,12,-6,-5%
COc1ccccc1S(=O)(=O)Cc1ccc(C(=O)N2CCN(c3ccccc3)CC2)o1,21µM*,2,0%,-1%,2%,0%,-6,-5,-7,12%
CCOC(=O)COc1cccc2c(=O)n(CC(=O)NCc3ccc(F)cc3)ccc12,?,-3,-2%,3%,0%,-6%,1,-5,1,?

# Screens: PubChem BioAssay, National Center for Advancing Translational Sciences (NCATS)
